Screening results from PubChem BioAssay.
Apaf1 inhib: inhibitors of human Apaf-1 apoptosome | inhibition, % at 20 µM | 0.71% of 330,000 active | reconstituted apoptosome caspase-3 activity, DEVD-Rh110 fluorescence; active means inhibition of at least 40% at 20 µM;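 further: plate controls were DMSO wells for no effect and DEVD-CHO caspase inhibitor wells for full effect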
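Material: reconstituted apoptosome with Apaf-1, cytochrome c, caspase-9, procaspase-3, dATP. Technique: Rh110 fluorescence intensity. Buffer or medium: pH 7.5 Hepes buffer with CHAPS, BSA, DTT. Times: 30 min plus 50 min, RT.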
mIAP activ: increases mouse intestinal alkaline phosphatase activity; activation factor at 10 µM; muIAP, CDP-Star luminescence, 30 min; stronger effect = higher value; 1 = vehicle-only enzyme signal, 0 = enzyme-free wells; 0.24% of 330,000 active;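 active means activation factor of at least 2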; further: the source names both 10 and 20 µM as test concentration; values of inactives mirror those of a sister screen read the other way
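Assay system: mouse IAP enzyme; reagent: chemiluminescent substrate CDP-Star; dosing: test compounds delivered from DMSO solution; schedule: 30 min at room temperature; measured by: luminescence from enzymatic CDP-Star hydrolysis; controls: DMSO-only wells and no-enzyme negative control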
ATG4B inh: inhibitors of human ATG4B cysteine protease; Q9Y4P1; ATG4B cleavage of LC3-PLA2, NBD-HPC fluorescence, 1 h; inhibition, % at 8.33 µM; 0.51% of 340,000 active; AID 504462; in the data active means inhibition above about 40%
Target sequence (Q9Y4P1 whole entry, looked up): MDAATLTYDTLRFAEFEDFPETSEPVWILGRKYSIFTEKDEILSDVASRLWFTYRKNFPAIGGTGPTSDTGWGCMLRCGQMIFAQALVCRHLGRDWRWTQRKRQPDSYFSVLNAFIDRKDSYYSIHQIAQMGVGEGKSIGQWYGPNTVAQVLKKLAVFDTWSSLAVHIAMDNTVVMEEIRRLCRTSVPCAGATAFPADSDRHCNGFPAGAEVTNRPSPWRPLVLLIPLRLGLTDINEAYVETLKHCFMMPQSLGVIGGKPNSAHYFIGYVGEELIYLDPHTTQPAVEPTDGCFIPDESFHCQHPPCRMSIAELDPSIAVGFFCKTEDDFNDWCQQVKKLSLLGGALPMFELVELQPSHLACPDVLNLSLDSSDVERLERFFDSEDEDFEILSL
tim10-1 inh: tim10-1 yeast growth inhibition; S. cerevisiae tim10-1 ts strain growth, BacTiter-Glo, 24 h; inhibition, % at 20 µM; 2.2% of 330,000 active; AID 463190;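 active means inhibition of at least 40%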;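 further: mutant grown at 25 °C; 0% = DMSO wells with yeast and 100% = wells holding no yeast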
mIAP inh: mouse IAP inhibition; purified mouse IAP, CDP-Star luminescence, 30 min; 0.2% of 330,000 active; inhibition, % at 10 µM; AID 2806;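 active means inhibition of at least 40% at 10 µM in the primary screen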;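 further: plate controls were DMSO with enzyme for no effect and no enzyme wells for full effect; values of inactives mirror those of a sister screen read the other way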
TIM10 inh: TIM10 yeast growth inhibition. S. cerevisiae TIM10 strain growth, BacTiter-Glo luminescence, 24 h. inhibition, % at 10 µM. 1.4% of 330,000 active. AID 463195;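 active means inhibition of 40% or more at the single tested concentration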;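 further: wild-type TIM10 isogenic control strain grown at permissive 25 °C; 0% = DMSO yeast wells and 100% = minimal medium wells without yeast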
hIAP block: human IAP inhibition | purified IAP, CDP-Star luminescence, 30 min | inhibition, % at 10 µM | P09923 | 0.12% of 330,000 active;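 active means inhibition reaching a set limit with compound at 10 µM in the primary screen, cut at about 35% in these data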;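 further: plate controls were DMSO wells with enzyme for no effect and no-enzyme buffer wells for full effect; values of inactives mirror those of a sister screen read the other way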
Target sequence (P09923 whole entry, looked up): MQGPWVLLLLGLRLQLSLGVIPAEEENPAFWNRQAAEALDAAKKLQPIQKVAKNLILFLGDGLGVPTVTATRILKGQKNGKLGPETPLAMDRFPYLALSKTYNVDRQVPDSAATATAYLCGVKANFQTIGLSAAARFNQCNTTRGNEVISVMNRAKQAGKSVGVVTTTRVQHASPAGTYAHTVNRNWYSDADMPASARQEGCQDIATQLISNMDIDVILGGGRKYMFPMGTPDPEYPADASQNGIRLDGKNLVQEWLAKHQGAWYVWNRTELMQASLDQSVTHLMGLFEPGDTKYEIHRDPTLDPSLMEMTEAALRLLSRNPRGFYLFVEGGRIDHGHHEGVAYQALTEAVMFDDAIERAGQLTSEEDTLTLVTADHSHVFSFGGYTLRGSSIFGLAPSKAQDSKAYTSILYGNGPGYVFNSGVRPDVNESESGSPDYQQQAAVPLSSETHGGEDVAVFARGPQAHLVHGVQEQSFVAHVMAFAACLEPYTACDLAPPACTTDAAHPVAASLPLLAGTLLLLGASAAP
hIAP act: human IAP activation | purified human IAP, CDP-Star luminescence, 30 min; stronger effect = higher value; 1 = vehicle-only enzyme, 0 = enzyme-free background | activation factor at 10 µM | 0.16% of 330,000 active | AID 2524;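 active means activation factor of the enzyme at least 2-fold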; further: the source names both 10 and 20 µM as test concentration; values of inactives mirror those of a sister screen read the other way
NALP3 yeast inh: blocks the NALP3 inflammasome reconstituted in yeast. Yeast reconstituted NLRP3/ASC/caspase-1, beta-gal luminescence, 24 h. inhibition, % at 10 µM. 0.39% of 330,000 active;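 active means inhibition of 50% or more; inactive means inhibition below 50%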;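 further: plate controls were induced DMSO wells for no effect and uninduced yeast grown without galactose for full effect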
Active calls of the source: *; . = no result given. Hits appear at their usual frequency (roughly 4.5% active in at least one column).

SMILES	Apaf1 inhib	mIAP activ	ATG4B inh	tim10-1 inh	mIAP inh	TIM10 inh	hIAP block	hIAP act	NALP3 yeast inh
C/C(N)=C(/C#N)C(=O)COC(=O)C1CSC2(c3ccc(F)cc3)CCC(=O)N12 (centres undefined)	1	0.93	3	10	7	9	-26	1.3	14
O=C(O)Cn1c(-c2ccccc2)nc2ccccc21	-2	0.95	-4	7	5	-3	7	0.93	8
Cc1cc(C)c(C(=O)Nc2ccc(S(=O)(=O)Nc3ccccn3)cc2)c(C)c1	10	1	-4	12	-4	-14	-2	1	7
COC(=O)[C@@H]1[C@@H](C)OC(=O)N[C@H]1c1ccccc1	-1	1	1	-9	-3	-10	3	0.97	1
CC(C)(C)NC(=O)Nc1nnc(SCC(=O)NC2CCCCC2)s1	15	1	0	17	-2	2	-5	1	23
O=C(O)Cn1nnnc1SCC(=O)Nc1ccc(OC(F)(F)F)cc1	0	1	-8	14	0	8	15	0.85	9
C/C(=N\NC(=O)C1CC1(C)c1ccccc1)c1ccco1 (centres undefined)	-8	0.98	-4	2	2	-7	5	0.95	8
Nn1c(SCC(=O)NCCC2=CCCCC2)nnc1C1CCCCC1	14	1	-4	13	-4	5	-3	1	-7
Cn1c(=O)n(C)c2cc(NC(=O)c3cc4ccccc4o3)ccc21	6	1	-11	24	0	3	-7	1.1	26
O=C(O)c1c(NC(=O)c2cccc3ccccc23)sc2c1CCC2	8	0.89	23	17	11	20	-4	1	-19
N#Cc1cncc(C#Cc2ccccc2)c1	5	1	2	30	-1	11	-2	1	19
O=C(CS(=O)(=O)c1cn(Cc2ccc(F)cc2)c2ccccc12)N1CCOCC1	-2	1.1	-14	13	-5	6	16	0.84	-5
CCOC(=O)NC(Nc1nnc(C)s1)(C(=O)OCC)C(F)(F)F (centres undefined)	0	1.1	-1	8	-13	-4	-3	1	2
Cc1ccc(NCc2ccc(Cl)nc2)c(NCc2ccc(Cl)nc2)c1	6	0.97	-12	6	3	-7	5	0.95	2
Cc1ccc(/C=N/NC(=O)c2nnn(-c3nonc3N)c2C(C)C)s1	5	0.98	-11	-17	2	-19	29	0.71	5
CC1=C(C)SC(=C(C#N)c2nnc(N3CCOCC3)n2-c2ccccc2)S1	-14	0.9	-8	-3	10	-3	7	0.93	22
CCOc1ncccc1C(=O)OCC(=O)NC1CCCCC1	-10	0.99	0	-8	1	-8	-2	1	16
CC1CCc2ccccc2N1CC(=O)Nc1cccc(S(=O)(=O)N2CCCC2)c1 (centres undefined)	15	1.1	1	13	-11	-4	8	0.92	6
Cc1noc(C)c1C(=O)Nc1sc2c(c1C(N)=O)CCC2	-5	0.96	-10	10	4	15	7	0.93	14
COc1cc(C(=O)OCC(=O)Nc2cc(-c3cc(C)c(C)cc3C)nn2-c2ccccc2)cc(OC)c1OC	-2	1.1	-5	5	-6	0	8	0.92	22
CC(C)=CC(=O)Nc1ccc2c(c1)OCO2	-5	1.1	6	0	-8	16	5	0.95	27
O=C(CN(Cc1ccccc1)S(=O)(=O)c1ccc(F)cc1)NCc1ccccn1	0	0.97	1	20	3	-7	6	0.94	16
CC(/C=N/NC(=O)c1cc(-c2cccs2)[nH]n1)=C\c1ccccc1	17	0.95	-3	10	5	-2	2	0.98	2
Cc1ccsc1C(=O)N[C@@H](C)c1nnc2ccccn12	-8	0.96	5	14	4	0	-7	1.1	7
CC(Oc1ccc(C#N)cc1)C(=O)NC1CCCC1 (centres undefined)	7	1.1	5	11	-5	-6	-18	1.2	13
CCn1c(SCC(=O)NC2CC2)nnc1-c1cccs1	-11	0.97	-3	-18	3	5	8	0.92	1
COc1ccc2[nH]c(=O)c(C(=O)O)cc2c1	2	1	-13	4	0	-6	-15	1.1	11
CCOc1ccc(CCNC(=O)c2cccc(C#N)c2)cc1OCC	-12	0.9	1	6	10	10	-4	1	19
O=C(N/N=C/c1c[nH]c2ccccc12)C1CC(=O)N(c2ccccc2)C1 (centres undefined)	-18	0.95	4	9	5	1	19	0.81	0
COC(=O)C1=C(C)OC(N)=C(C#N)C1c1cc2cccc(C)c2nc1Cl (centres undefined)	8	1	.	44*	-1	29	2	0.98	23
O=[N+]([O-])c1ccc(Nc2ccccc2)c2nonc12	12	0.8	2	49*	20	45*	38*	0.61	22
CCN(CC)S(=O)(=O)c1cccc(C(=O)Nc2sc3c(c2C(N)=O)CCCC3)c1	7	0.93	-9	-4	7	-1	14	0.86	-3
Cc1nn(C)c(C)c1NC(=O)COc1ccc(Cl)cc1Br	18	1.1	2	9	-8	3	2	0.98	7
O=C(Nc1ccc(F)c(Cl)c1)C1CCN(c2ncnc3c2nc2n3CCCCC2)CC1	-4	1.5	-1	21	-45	8	-8	1.1	19
C=CCNC(=O)CN1CCC(NC(=O)c2ccco2)CC1	-12	1	-4	12	0	5	5	0.95	10
CN1C(=O)C2(C(C#N)=C(N)N(c3cc(Cl)cc(Cl)c3)C3=C2C(=O)CC(C)(C)C3)c2ccccc21 (centres undefined)	5	1	-1	9	-1	12	1	0.99	-4
Cn1cnnc1SCC(=O)c1ccc(O)c(O)c1	-9	0.95	-5	-1	5	0	19	0.81	10
CCOc1ccc(C(C)=O)cc1CSc1nnc(N)s1	5	0.98	-3	17	2	-32	6	0.94	0
CCCc1ccc(C2C3=C(CC(C)(C)CC3=O)NC3=C2C(=O)c2ccccc23)cc1 (centres undefined)	-2	0.81	21	16	19	20	8	0.92	10
Cc1ccc(C(=O)C(C)OC(=O)c2n[nH]c(=O)c3ccccc23)cc1 (centres undefined)	12	0.97	-8	11	3	6	9	0.91	14
COc1ccc(C(=O)/C=C/N(C)C)cc1	2	0.97	-4	22	3	7	14	0.86	-1
Cc1cc(C)nc(SCC(=O)Nc2nccs2)n1	3	0.99	0	5	1	-14	-8	1.1	-6
COCCn1c(=O)[nH]c2cc(C(=O)N3CCN(c4ccccc4OC)CC3)ccc2c1=O	3	0.99	-10	9	1	6	4	0.96	2
Cc1c(CCC(=O)NCCCN2CCCC2=O)c(=O)oc2cc(O)ccc12	-1	1.1	-17	-24	-6	0	20	0.8	9
COc1ccc(-c2noc(CCc3ccccc3)n2)cc1	-2	0.98	10	8	2	-3	0	1	13
COC(=O)c1ccccc1NC(=O)CCS(=O)(=O)c1cc2c(cc1C)NC(=O)CO2	2	0.93	6	0	7	-10	5	0.95	5
COCCOC(=O)c1sc2nc[nH]c(=O)c2c1C	-16	1	-2	-2	-1	3	2	0.97	8
CC1CCCC(C)N1S(=O)(=O)c1ccc(NC(=O)CCN2C(=O)C3CC=CCC3C2=O)cc1 (centres undefined)	10	1	-10	-1	-2	-2	-13	1.1	11

An excerpt of these results, with bars between the fields.
molecule | Apaf1 inhib | mIAP activ | ATG4B inh | tim10-1 inh | mIAP inh | TIM10 inh | hIAP block | hIAP act | NALP3 yeast inh
C=CCNC(=O)CN1CCC(NC(=O)c2ccco2)CC1 | -12 | 1 | -4 | 12 | 0 | 5 | 5 | 0.95 | 10
CN1C(=O)C2(C(C#N)=C(N)N(c3cc(Cl)cc(Cl)c3)C3=C2C(=O)CC(C)(C)C3)c2ccccc21 (centres undefined) | 5 | 1 | -1 | 9 | -1 | 12 | 1 | 0.99 | -4
Cn1cnnc1SCC(=O)c1ccc(O)c(O)c1 | -9 | 0.95 | -5 | -1 | 5 | 0 | 19 | 0.81 | 10
CCOc1ccc(C(C)=O)cc1CSc1nnc(N)s1 | 5 | 0.98 | -3 | 17 | 2 | -32 | 6 | 0.94 | 0
CCCc1ccc(C2C3=C(CC(C)(C)CC3=O)NC3=C2C(=O)c2ccccc23)cc1 (centres undefined) | -2 | 0.81 | 21 | 16 | 19 | 20 | 8 | 0.92 | 10
Cc1ccc(C(=O)C(C)OC(=O)c2n[nH]c(=O)c3ccccc23)cc1 (centres undefined) | 12 | 0.97 | -8 | 11 | 3 | 6 | 9 | 0.91 | 14
COc1ccc(C(=O)/C=C/N(C)C)cc1 | 2 | 0.97 | -4 | 22 | 3 | 7 | 14 | 0.86 | -1
Cc1cc(C)nc(SCC(=O)Nc2nccs2)n1 | 3 | 0.99 | 0 | 5 | 1 | -14 | -8 | 1.1 | -6
COCCn1c(=O)[nH]c2cc(C(=O)N3CCN(c4ccccc4OC)CC3)ccc2c1=O | 3 | 0.99 | -10 | 9 | 1 | 6 | 4 | 0.96 | 2
Cc1c(CCC(=O)NCCCN2CCCC2=O)c(=O)oc2cc(O)ccc12 | -1 | 1.1 | -17 | -24 | -6 | 0 | 20 | 0.8 | 9
COc1ccc(-c2noc(CCc3ccccc3)n2)cc1 | -2 | 0.98 | 10 | 8 | 2 | -3 | 0 | 1 | 13
COC(=O)c1ccccc1NC(=O)CCS(=O)(=O)c1cc2c(cc1C)NC(=O)CO2 | 2 | 0.93 | 6 | 0 | 7 | -10 | 5 | 0.95 | 5
COCCOC(=O)c1sc2nc[nH]c(=O)c2c1C | -16 | 1 | -2 | -2 | -1 | 3 | 2 | 0.97 | 8
CC1CCCC(C)N1S(=O)(=O)c1ccc(NC(=O)CCN2C(=O)C3CC=CCC3C2=O)cc1 (centres undefined) | 10 | 1 | -10 | -1 | -2 | -2 | -13 | 1.1 | 11

Remaining list, next part.
SMILES	Apaf1 inhib	mIAP activ	ATG4B inh	tim10-1 inh	mIAP inh	TIM10 inh	hIAP block	hIAP act	NALP3 yeast inh
Cc1ccc(C(=O)COC(=O)C2CC3CCCC(C2)C3=O)cc1[N+](=O)[O-] (centres undefined)	16	0.99	-2	16	1	4	6	0.94	11
O=C(CN1CCOCC1)N/N=C/C=C/c1ccccc1	-6	0.92	-2	-11	8	-10	0	1	-12
N#CCCn1cc(C(=O)N2CCOCC2)c(-c2ccc3c(c2)OCCO3)n1	-8	0.97	5	2	3	-7	5	0.95	-5
CCC1(C)Cc2nc3[nH]c(=S)n(-c4ccccc4)c(=O)c3cc2CO1 (centres undefined)	-8	0.97	7	13	3	16	-4	1	-13
CCn1nnnc1SCC(=O)N1CCCc2ccccc21	11	0.98	2	12	2	4	-2	1	-9
Cc1cc(C)c(NC(=O)CN2C(=O)NC3(CCCCC3)C2=O)c(Cl)c1	10	1.1	4	7	-9	3	1	0.99	-28
O=C1NC2(CCCCC2)NN1c1ccccc1	0	1	-4	13	-2	12	-13	1.1	15
COc1cccc(-c2nc(N3CCN(c4ccccc4)CC3)c3ccccc3n2)c1O	19	0.98	0	22	2	-2	-8	1.1	17
CCOCCCNC(=O)C(NC(=O)c1cnccn1)c1ccc(OC)cc1 (centres undefined)	-5	0.95	-6	3	5	-10	-23	1.2	0
CCOC(=O)N1CCC(NC(=O)CCc2nc(-c3ccc(C)cc3)no2)CC1	-8	1	-9	11	-4	-4	6	0.94	27
Cc1ccc(C2=NN(C(=O)CSc3nnnn3C)C(c3ccco3)C2)cc1 (centres undefined)	6	1.1	5	3	-8	9	3	0.97	10
COc1cc(/C=C(\C#N)c2nc3ccccc3s2)cc([N+](=O)[O-])c1O	19	0.83	0	46*	17	15	35	0.65	10
COc1cc(NS(=O)(=O)c2ccc(NC(=O)/C=C/c3cccc([N+](=O)[O-])c3)cc2)ncn1	4	1.1	-2	-25	-7	0	-14	1.1	7
CC(OC(=O)c1ccc(Cl)c(S(=O)(=O)N2CCCC2)c1)C(=O)NC1CCCCC1C (centres undefined)	12	1.1	.	9	-12	9	4	0.96	11
COc1ccc(-c2nnc(N(C)C(=O)C3CCCO3)s2)cc1 (centres undefined)	6	1.1	-9	22	-7	0	-13	1.1	16
